Assay outcomes from PubChem BioAssay.
HT1080NT lethal – qHTS for induction of synthetic lethality in tumor cells producing 2HG: qHTS for the HT-1080-NT fibrosarcoma cell line; actives 1.6% (n = 360,000); Potency, µM (top dose mostly 46.1 µM), for the others: at the top dose activity, negative = less viability, hits mostly cytotoxic; HT-1080-NT fibrosarcoma viability, CellTiter-Glo ATP luminescence, 48 h; AID 686970, 2013;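 also: NT is the 2HG producing partner of a matched IDH1 knockdown line; 0% = DMSO-treated cells and -100% = media-only wells without cells; nearly all actives have a fitted effect of over 55% in size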
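Luminescent CellTiter-Glo readout after 48 hours of compound exposure at 37 degrees C defined viability of HT-1080-NT cells. Activity was normalized to DMSO wells and cell-free media wells; concentration-response curves were fitted and assigned curve classes.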
SW480 rerep – A quantitative high throughput screen for small molecules that induce DNA re-replication in SW480 colon adenocarcinoma cells | SW480 DNA re-replication, Hoechst DNA content imaging, 48 h | Potency, µM (highest dose often 46.1 µM), inactives show top-dose re-replication activation, usual class: activators | actives 1.8% (n = 340,000); also: % of control where 0% means no effect; nearly all actives have a fitted effect of over 55% in size
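Readout is total intensity of Hoechst-stained nuclei, excited at 405 nm and collected at 500-530 nm. Compound treatment lasted 48 hr at 37 C in 5% CO2 before staining.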
HEK293 tox – qHTS of GLP-1 Receptor Inverse Agonists: Cytotox Screen; actives 0.13% (n = 410,000); Potency, µM (highest dose often 38.3 µM), without a hit: at the highest dose activity change, negative = inhibition, hits mostly inhibitors; HEK293 cAMP-luciferase reporter cells, luminescence, 24 h; AID 624418, 2012;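 also: loss of luciferase light is scored as toxicity; % is scaled to controls: 0 for no effect and ±100 for the full control effect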
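Luminescence readout: signal drop marks cytotoxicity. Plated cells grew 12 h at 37 °C, 5% CO2, received 23 nL compound for 24 h, then got luciferase reagent, read after 12 min at RT.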
KB-V1 cytotox – qHTS assay for MDR1-selective chemotherapeutics: Primary screen using the drug-selected MDR subline cells KB-V1; actives 3.4% (n = 400,000); Potency, µM (top dose mostly 46.1 µM), for inactives: at the top dose activity change, negative = cytotoxicity, usual class: cytotoxic; AID 1347076, 2019; KB-V1 MDR cells viability, CellTiter-Glo, 72 h; also: % is scaled to controls: 0 for no effect and ±100 for the full control effect; nearly all actives have a fitted effect of over 60% in size
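Compound-treated KB-V1 multidrug-resistant cells, 72 h, 37 degrees C; viability by CellTiter-Glo. Fitted qHTS curves give the values.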
HT1080 IDH1KD tx – qHTS for induction of synthetic lethality in tumor cells producing 2HG: qHTS for the HT-1080-IDH1KD cell line; Potency, µM (highest dose often 46.1 µM), for the others: at the highest dose activity, negative = toxicity, most hits filed as cytotoxic; HT-1080 IDH1 knockdown viability, ATP luminescence, 48 h; actives 2% (n = 360,000); AID 686971, 2013;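 also: 0% = DMSO wells and -100% = cell-free medium wells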
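Luminescent ATP read-out (CellTiter-Glo, 10 min at room temperature) after 48 h compound exposure at 37 °C gave viability of IDH1-knockdown HT-1080 cells. Activity was normalised to DMSO and cell-free wells, then fitted as concentration-response curves.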
GLP1R ag – qHTS of GLP-1 Receptor Agonists | Potency, µM (top dose mostly 45.6 µM), inactives show top-dose activation, most hits filed as activators | HEK293 GLP-1R CRE-luciferase, luminescence, 4-6 h; cells express a hypersensitive GLP-1R form | actives 0.007% (n = 380,000) | Glucagon-like peptide 1 receptor (Homo sapiens), P43220; also: % of control where 0% means no effect
Target sequence (P43220 whole entry, looked up): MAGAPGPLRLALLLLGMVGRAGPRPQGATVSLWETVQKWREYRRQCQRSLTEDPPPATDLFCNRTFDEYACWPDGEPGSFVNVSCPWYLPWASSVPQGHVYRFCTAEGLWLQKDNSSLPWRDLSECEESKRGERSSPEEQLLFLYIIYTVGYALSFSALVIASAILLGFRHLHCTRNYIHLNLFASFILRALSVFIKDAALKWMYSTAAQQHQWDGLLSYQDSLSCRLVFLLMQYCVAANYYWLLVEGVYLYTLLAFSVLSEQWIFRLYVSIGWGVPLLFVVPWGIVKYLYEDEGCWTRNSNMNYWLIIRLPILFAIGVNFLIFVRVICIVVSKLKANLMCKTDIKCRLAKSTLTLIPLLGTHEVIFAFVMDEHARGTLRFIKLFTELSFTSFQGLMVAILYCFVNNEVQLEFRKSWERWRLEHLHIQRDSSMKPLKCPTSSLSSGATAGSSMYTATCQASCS
GLP-1R inv ag – qHTS of GLP-1 Receptor Inverse Agonists (Inhibition Mode); Glucagon-like peptide 1 receptor (Homo sapiens), P43220; HEK293 GLP-1R CRE-luciferase, luminescence, 24 h; GLP-1R form is constitutively active; Potency, µM (doses to about 38.3 µM), without a hit: top-dose activity change, negative = inhibition, actives largely listed as inhibitors; actives 1.6% (n = 410,000); AID 624417, 2012; also: % is scaled to controls: 0 for no effect and ±100 for the full control effect; nearly all actives have a fitted effect of over 55% in size
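Inverse agonism was detected as reduced cAMP-driven luciferase luminescence after 24 h compound treatment. The cells were HEK293 clones expressing constitutively active human GLP-1R with the reporter. Reporter-only and GPR119 cell lines served as counterscreen controls.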
KB-3-1 tox – qHTS assay for MDR1-selective chemotherapeutics: Primary screen using the parental adenocarcinoma cell KB-3-1. Potency, µM (highest dose often 46.1 µM), without a hit: top-dose activity change, negative = cytotoxic, most hits filed as cytotoxic. actives 1.4% (n = 400,000). KB-3-1 viability, CellTiter-Glo ATP luminescence, 72 h; also: % is scaled to controls: 0 for no effect and ±100 for the full control effect; nearly all actives have a fitted effect of over 60% in size
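Cells are dispensed, compounds pinned in, plates held at 37 °C for 72 h, then CellTiter-Glo is added and luminescence read after 10 minutes. Cell line: parental KB-3-1 in phenol-red-free DMEM, 10% FBS.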
TDP43 rescue – qHTS of TDP-43 Inhibitors | TDP-43 expressing yeast growth rescue, BacTiter-Glo, 24 h | Potency, µM (series often up to 46.1 µM), inactives show at the highest dose growth rescue (activation), most hits filed as activators | actives 1.8% (n = 410,000) | AID 652104, 2013; also: % of control where 0% means no effect; nearly all actives have a fitted effect of over 50% in size
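Yeast expressing TDP-43 (pregrown in raffinose, seeded at OD600=0.02 in galactose medium) exposed to compounds 24 hr at 30 deg C. Growth read by BacTiter-Glo luminescence; rescue of toxicity appears as increased signal.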
An asterisk follows results filed as active; ? = inconclusive; · = no result given; & = joins results of further samples; [ ] = dose if it differs, or a comment. Calls follow the shape of the dose curve; as a rule, active = well fitted curve in the direction sought with a large enough effect; inconclusive = small, poorly fitted or top-dose-only effect, or another doubt; inactive = no such curve, though single readings can be large; an effect the other way counts as inactive or inconclusive. Potency is read from the fitted curve at half-maximal effect.

SMILES | HT1080NT lethal | SW480 rerep | HEK293 tox | KB-V1 cytotox | HT1080 IDH1KD tx | GLP1R ag | GLP-1R inv ag | KB-3-1 tox | TDP43 rescue
CC1=C/C(=C/N(C)c2ccccc2)C(=O)S1 | 13% | 18% | -11% | -1% | 2% | 0% | 7% | 0% | ?
O=C(c1cccc(C(F)(F)F)c1)c1c[nH]c(C(=O)NCCCN2CCOCC2)c1 | 15% | 7% | 7% | 1% | 14% | 6% | 17% | 11% | 5%
O=C(NCCc1ccccc1)C1CCN(C2CCN(Cc3ccco3)CC2)CC1 | -19% | -18% | -4% | -16% | 0% | -1% | -30% | -7% | -8%[9.22 µM]
COc1ccc(C(=O)C2CCCN(C(=O)c3cc(C(C)C)no3)C2)cc1F (stereo not given) | 9% | -101%[inhibitor] | -25% | -10% | 2% | 18% | -12% | 1% | 16%
Cc1ccc(NC(=O)c2nc[nH]c2C(=O)Nc2ccc(C)cc2)cc1 | 1% | ? | -4% | 0% | 12% | -24% | 6% | 4% | 29%
CC(C)(C)OC(=O)N1CCC(c2c(C(=O)N3CCOCC3)cnn2-c2ccccc2Cl)CC1 | · | · | 6% | 5% | · | · | 10% | 0% | 0%
O=C(O)CC1c2ccccc2CCN1S(=O)(=O)c1ccc(F)cc1 (stereo not given) | 9% | -16% | -5% | 15% | 13% | 0% | -1% | 4% | -15%
Cc1cccc(N(CC(=O)NC2CCCCC2)C(=O)CCC(=O)Nc2nccs2)c1 | 1% | -13% | 9% | 0% | 1% | 10% | 8% | 5% | -14%
COc1ccccc1CCNC(=O)C1CCN(c2nnc(C)c3c(C)n(-c4ccc(C)cc4)nc23)CC1 | -4% | 22% | 8%&2% | -12%&6% | 1% | -2% | 1%&5% | 1%&-3% | 6%&14%
Cc1c(NC(=O)NC(=O)c2ccc(F)cc2)c(=O)n(-c2ccccc2)n1C | 5% | -8% | 16% | 0% | 9% | -19% | 6% | -2% | -7%
Cc1ccc(CNC(=O)c2cccc(-n3cnnn3)c2)cc1 | 1% | -2% | -17% | ? | 11% | 2% | 13% | -6% | -42%[inhibitor]
CC(C)C(NC(=O)c1ccco1)C(=O)OCC(=O)N1CC(=O)Nc2ccccc21 (stereo not given) | 4% | ? | -3% | 12% | 1% | -1% | -1% | 6% | 5%
O=C(Nc1ccc(Cl)cc1)Nc1ccc2c(c1)N1CCN=C1S2 | 21µM* | 9% | ? | ? | 33µM* | -29% | ? | -6% | 13%
CC(=O)Nc1ccc(NC(=O)c2ccc(CSc3ccccc3)o2)cc1 | 10% | 6% | -1% | ? | 7% | 7% | 6% | -7% | 14%
O=C1N[C@@H](Cc2c[nH]c3ccccc23)COC(=O)[C@@H](Cc2ccc(F)cc2)CC/C=C/C[C@@H]1CC(=O)N(CCO)Cc1ccccc1 | -20% | 26% | ? | 0% | ? | -1% | ? | 0% | 13%
COC(=O)c1ccc(C(=O)OC)c(NC(=O)C2CC(=O)N(C3CCCC3)C2)c1 (stereo not given) | 4% | -3% | -1% | -15% | -2% | 1% | -11% | 8% | -6%
Cc1oc2ncn(CC(C)C)c(=O)c2c1C(=O)NCCCN1CCCCC1 | · | · | 11% | 21% | · | · | -14% | -9% | 10%
CCOc1ccccc1NC(=O)c1cccc2c1C(=O)N(C1CCCCC1)C2 | 16% | -5% | 2%&6% | -8%&4% | -2% | 0%&1% | 28%&13% | -14%&1% | -13%&14%
CCCCn1c(N)c(N2CCOCC2)c(=O)n(CC(=O)NCCc2ccccc2)c1=O | 6% | 1% | 8% | -2% | -2% | 0% | 6% | -3% | 0%
COc1ccc(C(=O)NNC(=O)CCn2nnc(-c3ccc(C)cc3)n2)cc1OC | 0% | -1% | 5% | -4% | -3% | 8% | 6% | 9% | 23%
CCOC(=O)Cn1c(=NC(=O)CC)sc2c(C)cc(C)cc21 | 20% | -12% | 1% | -15% | 7% | 10% | 2% | 6% | -11%
CCOC(=O)Cc1csc(NC(=O)c2cccnc2)n1 | 8% | 1% | 4% | 0% | 2% | 21% | -2% | -5% | -7%
COc1ccc(-c2nc3ncccc3o2)cc1NC(=O)c1cccs1 | 6% | 3% | -10% | -18% | 12% | 20% | 17% | 15% | 0%
OC1(C#CCN2CCCC2)CCCCC1 | 9% | -3% | 6% | -3% | 8% | -1% | 7% | 0% | 20%
CN(C)c1nc(C(N)=O)nc(N2CCOCC2)n1 | 1% | -20% | 6% | 17% | 0% | -12% | 1% | 19% | -6%
COc1cc(C(=O)OCC(=O)Nc2sccc2C(N)=O)cc(OC)c1OC | ? | 14% | -39% | ? | 7.3µM* | 14% | ? | 16µM* | 0%
CS(=O)(=O)Nc1ccc(C(=O)NC2CCCC2)cc1 | 10% | -6% | -14% | 4% | 5% | -4% | -3% | 10% | -1%
CCSc1nc2[nH]ncc2c(=O)[nH]1 | 8% | -1% | 3% | -3% | 23% | -1% | 27% | 3% | 22%
Cc1ccc(CNC(=O)c2cn(C)c3ccc(S(=O)(=O)N(C)C4CCCCC4)cc3c2=O)cc1 | · | · | 1% | -15% | · | · | 9% | 6% | -3%
COc1ccc(CNC(=O)c2cc3c(=O)n4cccc(C)c4nc3n(CC3CCCO3)c2=N)cc1 (stereo not given) | -15% | 4.1µM* | 65%[activator] | 0% | -10% | -3% | 60%[activator] | -14% | -7%

Pulled by structure from above (2):
SMILES | HT1080NT lethal | SW480 rerep | HEK293 tox | KB-V1 cytotox | HT1080 IDH1KD tx | GLP1R ag | GLP-1R inv ag | KB-3-1 tox | TDP43 rescue
CCOC(=O)Cc1csc(NC(=O)c2cccnc2)n1 | 8% | 1% | 4% | 0% | 2% | 21% | -2% | -5% | -7%
COc1ccc(CNC(=O)c2cc3c(=O)n4cccc(C)c4nc3n(CC3CCCO3)c2=N)cc1 (stereo not given) | -15% | 4.1µM* | 65%[activator] | 0% | -10% | -3% | 60%[activator] | -14% | -7%

(further entries)
SMILES | HT1080NT lethal | SW480 rerep | HEK293 tox | KB-V1 cytotox | HT1080 IDH1KD tx | GLP1R ag | GLP-1R inv ag | KB-3-1 tox | TDP43 rescue
Cc1cccc(CS(=O)(=O)Cc2ccc(C(=O)NCCCN3CCCC3)o2)c1 | -23% | 1% | 4% | 22% | 1% | 1% | 0% | 2% | -20%
Cc1ccc(CNC(=O)C2CCCN(c3nc4ccsc4c(=O)s3)C2)cc1 (stereo not given) | 0% | 0% | -7% | 1% | 0% | 6% | -7% | -12% | 1%
O=C(c1ccc2ccccc2c1)N1CCCCC1 | 11% | -2% | 1% | 0% | 12% | 10% | -27% | 1% | 4%
CCOC(=O)C(C)Sc1nnc(Cc2cc(=O)[nH]c(=O)[nH]2)n1-c1ccc(Cl)cc1 (stereo not given) | 0% | -3% | 1% | 5% | 3% | 5% | 0% | 5% | 1%
O=C(Nc1ccc2c(c1)OCCO2)C1c2ccccc2OCC(=O)N1CCc1ccccc1 (stereo not given) | 6% | · | -5% | 15% | 2% | 12% | 12% | 6% | 9%
O=C(Cn1cc(S(=O)(=O)c2ccc(F)cc2)c(=O)c2cc3c(cc21)OCO3)Nc1ccccc1 | · | · | -2% | 0% | · | -4% | -9% | 6% | 11%
O=C(CN1C(=O)c2cccc([N+](=O)[O-])c2C1=O)NCc1ccccc1 | 14% | -2% | -2% | 25% | 22% | 0% | 0% | 13% | 3%
O=C(NCCCc1nc2ccccc2n1Cc1ccccc1Cl)C1CCCCC1 | · | · | 6% | -7% | · | · | ? | -7% | -4%
CC1=C(C(N)=O)C(c2ccc(C)o2)C(C(N)=O)=C(C)N1 | -6% | -2% | 8% | -8% | -2% | 0% | 5% | -3% | 4%
Cc1cc(C)nc(NC(=O)/C=C/c2cccs2)c1 | 3% | 1% | 3% | -19% | -2% | -2% | ? | -1% | 0%
COc1ccc(-c2cc(=O)oc3c(O)c(O)ccc23)cc1 | ? | ? | 8% | -6% | ? | 7% | 32% | -21% | ?
Cc1cc2c(=O)n(Cc3ccco3)c(SCC(=O)N3CCCc4ccccc43)nc2s1 | ? | 14% | ? | ? | -23% | 13% | ? | -8% | -12%
Cc1ccc2nc(CN3CCN(S(=O)(=O)c4ccc(C(C)C)cc4)CC3)oc2c1 | · | · | 1% | -11% | · | · | ? | ? | 25%

Some of the entries above, set out differently:
Molecule	HT1080NT lethal	SW480 rerep	HEK293 tox	KB-V1 cytotox	HT1080 IDH1KD tx	GLP1R ag	GLP-1R inv ag	KB-3-1 tox	TDP43 rescue
O=C(Cn1cc(S(=O)(=O)c2ccc(F)cc2)c(=O)c2cc3c(cc21)OCO3)Nc1ccccc1	·	·	-2%	0%	·	-4%	-9%	6%	11%
O=C(CN1C(=O)c2cccc([N+](=O)[O-])c2C1=O)NCc1ccccc1	14%	-2%	-2%	25%	22%	0%	0%	13%	3%
O=C(NCCCc1nc2ccccc2n1Cc1ccccc1Cl)C1CCCCC1	·	·	6%	-7%	·	·	?	-7%	-4%
CC1=C(C(N)=O)C(c2ccc(C)o2)C(C(N)=O)=C(C)N1	-6%	-2%	8%	-8%	-2%	0%	5%	-3%	4%
Cc1cc(C)nc(NC(=O)/C=C/c2cccs2)c1	3%	1%	3%	-19%	-2%	-2%	?	-1%	0%
COc1ccc(-c2cc(=O)oc3c(O)c(O)ccc23)cc1	?	?	8%	-6%	?	7%	32%	-21%	?
Cc1cc2c(=O)n(Cc3ccco3)c(SCC(=O)N3CCCc4ccccc43)nc2s1	?	14%	?	?	-23%	13%	?	-8%	-12%
Cc1ccc2nc(CN3CCN(S(=O)(=O)c4ccc(C(C)C)cc4)CC3)oc2c1	·	·	1%	-11%	·	·	?	?	25%
